Screening data (PubChem)
Growth percent in the NCI-60 one-dose screen (48 h, 10 µM unless noted): 100 = growth as untreated, 0 = no growth, -100 = all killed.
ACHN: ACHN renal cancer; actives 4.9% (n = 81,000); AID 1794771
OVCAR-5: OVCAR-5 ovarian cancer. AID 1794783. actives 2.9% (n = 82,000)
OVCAR-3: OVCAR-3 ovarian cancer; actives 7% (n = 79,000)
SK-OV-3: SK-OV-3 ovarian cancer cells. actives 3.2% (n = 80,000). AID 1794785
OVCAR-4: OVCAR-4 ovarian cancer cells; actives 3.7% (n = 80,000); AID 1794784
RXF 393: RXF 393 renal cancer cells. actives 6.9% (n = 77,000)
A498: A498 renal cancer cells; actives 5.4% (n = 76,000)
OVCAR-8: OVCAR-8 ovarian cancer; actives 4.4% (n = 81,000)
IGROV1: IGROV1 ovarian cancer; actives 4.7% (n = 79,000); AID 1794786
The depositor's hits bear a star; nt = no result given; & = joins results of further samples; [ ] = remark or other dose. The calls were made as follows: active = growth percent below 10; inactive = the rest.

#1 Cc1cc([N+](=O)[O-])ccc1NS(=O)(=O)c1ccccc1
#2 Cc1nn(-c2ccccc2)c(Cl)c1/C=C1\N=C(c2ccccc2)NNC1=O
#3 CC12CCCC(=O)N1c1ccc(Br)cc1-c1nc(=O)c(-c3ccccc3)nn12 (centres undefined)
#4 COc1nc(OC)nc(-c2cnc3cc(OC)c(OC)cc3c2)n1
#5 Nc1cc2c(cc1N)-c1ccccc1C2
#6 O=C(Nc1cccc(F)c1)Nc1nccnc1OCc1ccc(F)cc1
#7 COc1ccc(CCNc2nc3sc4c(c3c(=O)[nH]2)CCCC4)cc1OC
#8 N=c1c2c(N)[nH]nc2nc2n1-c1ccccc1Sc1ccccc1-2
Screen / compound no.	1	2	3	4	5	6	7	8
ACHN	84&88	102	90	108	88&83	94	102	91
OVCAR-5	94&97	97	106	117	109&122	105	98	113
OVCAR-3	81&97	115	110	108	98&99	109	112	113
SK-OV-3	91&89	112	102	117	95&97	81	130	103
OVCAR-4	86	103	98	106	107&99	100	95	145
RXF 393	102&109	108	86	110	96&88	102	110	116
A498	56&60	103	68	79	103&88	109	70	87
OVCAR-8	90&90	102	102	100	89&89	96	100	81
IGROV1	53&67	103	86	110	79&58	79	108	85

#9 O=C1c2ccccc2C(=O)C1[N+](=O)[O-]
#10 CC(=O)Nc1c(C)cccc1C
#11 O=C1CSC(SC(=O)Oc2ccc(Cl)cc2Cl)=N1
#12 CC12CCC(C3NC(=S)NN=C31)C2(C)C (centres undefined)
#13 COc1ccc(NC2=C(Sc3nc(C)cc(C)n3)C(=O)N(Cc3ccccc3)C2=O)cc1Cl
#14 Cc1ccn2c1C(=O)N(c1ccccc1)C2=S
#15 Cc1ccc2c(c1)C(=O)CCS2
#16 FC(F)(F)c1cccc(-n2nnc3cnc(Nc4ccc(N5CCCCC5)cc4)nc32)c1
Screen / compound no.	9	10	11	12	13	14	15	16
ACHN	103	102	115	109	103[30 µM]	108	107	56
OVCAR-5	111	98	95	115	124[30 µM]	107	98	74
OVCAR-3	108	105	111	113	92[30 µM]	110	115	82
SK-OV-3	94	105	124	105	117[30 µM]	112	95	80
OVCAR-4	112	115	111	105	79[30 µM]	101	nt	-9.6*
RXF 393	106	109	104	119	51[30 µM]	107	115	nt
A498	106	100	112	nt	80[30 µM]	92	83	89
OVCAR-8	98	96	103	106	29[30 µM]	105	100	38
IGROV1	105	111	96	112	113[30 µM]	102	104	89

#17 COc1ccc(/C=C/C(c2cc(OC)c(OC)c(OC)c2)n2ccnc2)cc1O (centres undefined)
#18 Cc1c(CC(=O)Nc2ccccc2)nnn1-c1ccccc1
#19 CCOC(=O)c1cc(=O)c2ccc(OCc3ccccc3)cc2o1
#20 CN1C(=O)/C(=C\c2ccccc2)c2ccccc21
#21 COc1ccc(C(=O)CSc2nnc(-c3ccncc3)n2-c2ccccc2)cc1
#22 O=C(CN1C(=O)/C(=C/c2cccs2)SC1=S)NCCc1c[nH]c2ccc(Cl)cc12
#23 CCCCCCCC/C=C\CCCCCCCC(=O)OCCCCCCCCCCCCCCCC
#24 O=C(CSc1nc2ccccc2c(=O)n1C1CCCCC1)Nc1ccc(S(=O)(=O)Nc2ccc(Cl)nn2)cc1
Screen / compound no.	17	18	19	20	21	22	23	24
ACHN	46	109	111	91	94	100	104	98
OVCAR-5	103	108	110	101	105	102	112	97
OVCAR-3	4.9*	115	108	97	97	112	108	104
SK-OV-3	34	110	102	nt	94	109	102	105
OVCAR-4	79	115	107	88	87	102	104	101
RXF 393	33	120	105	100	94	112	105	107
A498	67	108	nt	101	80	81	93	109
OVCAR-8	41	105	98	89	92	102	106	95
IGROV1	56	106	111	64	85	104	109	94

#25 Clc1nc2ccccc2cc1Cn1nnc(SCc2ccccc2)n1
#26 CCN(CC)c1ccc(N=C2C=CC(=O)C=C2NC(C)=O)cc1
#27 Cc1ccc(N(C(=O)CCc2c[nH]c3ccccc23)[C@H](C(=O)Nc2cccc([N+](=O)[O-])c2)c2ccc(N(C)C)cc2)cc1
#28 COc1ccccc1P(c1ccccc1OC)c1ccccc1OC
#29 FC(F)(F)c1cccc(-c2[nH]ncc2-c2nnnn2-c2ccccc2)c1
#30 COc1cc(/C=C2\CCCC3=C2N=C2SC=NN2C3c2cc(OC)c(OC)c(OC)c2)cc(OC)c1OC (centres undefined)
#31 ClC(Cn1ncc2c(Nc3cccc(Br)c3)nc(SCCN3CCOCC3)nc21)c1ccc(Br)cc1 (centres undefined)
#32 C=C1C(=O)O[C@H]2[C@H]1CC/C(C=Nc1c(N)cc(C(F)(F)F)cc1Br)=C\CC[C@@]1(C)O[C@@H]21
Screen / compound no.	25	26	27	28	29	30	31	32
ACHN	90	84	83	98	69	15	8.0*	-45*
OVCAR-5	95	108	100	nt	70	92	18	43
OVCAR-3	101	74	94	108	48	29	33	-92*
SK-OV-3	95	87	95	91	55	57	19	83
OVCAR-4	76	104	86	100	66	47	35	55
RXF 393	112	95	94	102	-20*	22	-62*	-63*
A498	81	82	68	79	43	25	32	55
OVCAR-8	96	94	90	66	59	9.8*	10	-8.6*
IGROV1	96	97	102	nt	56	29	28	-9.7*

#33 CCOC(=O)c1c(C)nc2c(c1N)/C(=C/c1cccs1)C(=O)N2Cc1ccccc1
#34 CC(=O)Oc1ccccc1C(=O)Nc1ccc(C(=O)/C=C/c2ccc(F)cc2)cc1
#35 O=C(Oc1ccc[nH]c1=O)c1cc([N+](=O)[O-])cc([N+](=O)[O-])c1
#36 Cc1ccc(S(=O)(=O)NNC(=O)/C(=C\c2ccc(F)cc2)c2nc3ccccc3s2)cc1
#37 CC1c2ccccc2N(S(=O)(=O)c2ccccc2)C1C (centres undefined)
#38 CC(=O)Nc1cc(Cl)ccc1O
#39 O=C(NCc1ccc2c(c1)OCO2)c1cccc(Nc2cnccn2)c1
#40 Clc1cccc(Nc2ncnc3ccc(-c4cncc(-c5nn[nH]n5)c4)cc23)c1
Screen / compound no.	33	34	35	36	37	38	39	40
ACHN	80	116	107	91	94	91	94	109
OVCAR-5	119	113	106	105	108	91	103	110
OVCAR-3	53	123	113	91	98	104	97	105
SK-OV-3	97	116	116	103	91	98	103	97
OVCAR-4	82	102	110	91	nt	92	86	105
RXF 393	40	118	83	99	88	122	nt	97
A498	70	84	108	nt	104	103	113	98
OVCAR-8	71	108	94	80	103	103	100	98
IGROV1	48	110	162	78	92	100	93	105

Record cards, as listed above. Values in the order: ACHN	OVCAR-5	OVCAR-3	SK-OV-3	OVCAR-4	RXF 393	A498	OVCAR-8	IGROV1
CC(=O)Oc1ccccc1C(=O)Nc1ccc(C(=O)/C=C/c2ccc(F)cc2)cc1 is listed as 116	113	123	116	102	118	84	108	110
O=C(CN1C(=O)/C(=C/c2cccs2)SC1=S)NCCc1c[nH]c2ccc(Cl)cc12 is listed as 100	102	112	109	102	112	81	102	104
CN1C(=O)/C(=C\c2ccccc2)c2ccccc21 is listed as 91	101	97	nt	88	100	101	89	64

(list continues)
#41 COc1cc(C=O)c([N+](=O)[O-])cc1O
#42 COc1ccc(-c2nc3ccccn3c2/C=C2/C(=O)Nc3ccccc32)cc1
#43 CN(C)c1ccc([C@@H](C(=O)Nc2cccc([N+](=O)[O-])c2)N(C(=O)c2cc3ccccc3[nH]2)c2cccc([N+](=O)[O-])c2)cc1
#44 CS(=O)(=O)NCCNc1cc(-c2ccc(C(F)(F)F)cc2)c(C#N)c2nc3ccccc3n12
#45 CCCC(=O)Oc1ccc(C2(c3ccc(OC(=O)CCC)cc3)OC(=O)c3ccccc32)cc1
#46 C=C1CCC(C(C)C)[C@@H]2[C@H]1[C@H]1CC(=C)[C@]3(O)CC[C@@](C)(O3)[C@@H]2O1 (some centres undefined)
#47 Nc1nc2c(c3ncccc13)C(c1ccc(Cl)c(Cl)c1)Cc1ncccc1-2 (centres undefined)
#48 CS(=O)(=O)c1cnnc2ccccc12
Screen / compound no.	41	42	43	44	45	46	47	48
ACHN	114	93	93	105	111	93	30	37
OVCAR-5	105	104	95	94	101	85	81	91
OVCAR-3	111	119	111	93	103	101	-8.9*	123
SK-OV-3	100	108	103	75	103	95	20	97
OVCAR-4	100	106	99	78	109	96	68	94
RXF 393	111	98	100	61	116	87	-25*	95
A498	nt	82	70	46	103	102	-14*	107
OVCAR-8	102	95	93	66	111	87	34	91
IGROV1	111	81	103	65	111	89	51	94

#49 COc1cc2c(=O)n(CC3CCCCC3)c3c4cc[nH]c4ncc3c2cc1OC
#50 O=c1[nH]c2[nH]c(S(=O)(=O)O)nc(=S)c2[nH]1
#51 CCC(C)c1ccccc1OCC(C)OC(=O)C(C)C (centres undefined)
#52 O=C1OC(c2ccccc2)(c2ccccc2)c2ccsc21
#53 COc1ccc(-c2nc(Nc3cc(C)[nH]n3)c3ccccc3n2)cc1
#54 COc1ccc(C(=O)C[n+]2ccncc2)cc1
#55 Cc1cc(C)c(-n2cnc3c(=O)[nH]c(N)nc32)cc1C
#56 CC(C)(Sc1cc(C(C)(C)C)c(O)c(C(C)(C)C)c1)Sc1cc(C(C)(C)C)c(OC(=O)CCCC(=O)O)c(C(C)(C)C)c1
Screen / compound no.	49	50	51	52	53	54	55	56
ACHN	27	105	105	98	43	104	115	47
OVCAR-5	52	102	109	96	60	105	96	100
OVCAR-3	39	102	111	100	52	107	96	44
SK-OV-3	48	97	81	102	53	96	104	92
OVCAR-4	19	97	102	107	60	108	120	68
RXF 393	-4.3*	123	108	114	nt	nt	136	73
A498	-5.3*	79	89	97	-18*	98	90	60
OVCAR-8	27	94	90	101	84	98	103	57
IGROV1	24	103	110	107	1.5*	106	nt	57

#57 Cc1ccc(C2CC(c3ccc(S(=O)(=O)NCCNc4nc(N(C)C)nc(N5CCOCC5)n4)cc3)=Nc3c(N)nc(N)nc3N2)cc1 (centres undefined)
#58 O=C1NC(=O)c2c1c1c3ccccc3ccc1c1[nH]c3ccc(Br)cc3c21
#59 CCN(c1ccc(C(=O)O)cn1)c1cc2c(cc1C)C(C)(C)CCC2(C)C
#60 CC(=O)Nc1ccc(Oc2ncnc3sc(C)c(C)c23)c(CN2CCCCC2)c1
#61 COc1cc2c(cc1OC)C(=O)CCC2
#62 COc1ccc([N+](=O)[O-])cc1C(=O)Nc1cccc(C2CC(=O)c3c(cc(OC)c(OC)c3OC)O2)c1 (centres undefined)
#63 CCOP(=O)(OCC)c1nc(CNC(=O)/C(=C\c2ccccc2)NC(=O)c2ccccc2)oc1N1CCCCC1
#64 CCOC(=O)c1c(C(F)(F)F)n([O-])c2ccc(Cl)cc2[n+]1=O
#65 Cc1cccc2sc(/N=C(\N)C(Cl)(Cl)Cl)nc12
#66 CC(C)c1ccc2c(c1)C[C@@H](O)[C@@H]1C(C)(C)CCC[C@@]21C
#67 COc1cc2c(c(OC)c1OC)CCC(c1cccc(C(=O)NC(C)C)c1)O2 (centres undefined)
Screen / compound no.	57	58	59	60	61	62	63	64	65	66	67
ACHN	68	1.5*	99	97	104	82	103	-98*	98	105	96
OVCAR-5	90	30	115	107	103	120	98	-28*	119	110	92
OVCAR-3	65	8.7*	113	109	111	82	109	-71*	115	102	101
SK-OV-3	77	31	83	nt	116	92	108	67	101	94	97
OVCAR-4	56	10	89	100	98	72	102	-35*	97	88	100
RXF 393	11	12	102	125	96	62	110	-61*	120	117	88
A498	105	-11*	87	105	95	105	95	-76*	93	107	104
OVCAR-8	56	15	83	105	93	41	110	-43*	102	93	94
IGROV1	50	14	109	105	84	86	100	-30*	98	103	99
